hcGAS lum: human cGAS inhibition; recombinant h-cGAS, ATP depletion, Kinase-Glo luminescence; Q8N884; inhibition, % at 12.5 µM; 0.081% of 290,000 active;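 note: 0% = vehicle reaction and 100% = reaction without DNA for no activity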
Target sequence (Q8N884 whole entry, looked up): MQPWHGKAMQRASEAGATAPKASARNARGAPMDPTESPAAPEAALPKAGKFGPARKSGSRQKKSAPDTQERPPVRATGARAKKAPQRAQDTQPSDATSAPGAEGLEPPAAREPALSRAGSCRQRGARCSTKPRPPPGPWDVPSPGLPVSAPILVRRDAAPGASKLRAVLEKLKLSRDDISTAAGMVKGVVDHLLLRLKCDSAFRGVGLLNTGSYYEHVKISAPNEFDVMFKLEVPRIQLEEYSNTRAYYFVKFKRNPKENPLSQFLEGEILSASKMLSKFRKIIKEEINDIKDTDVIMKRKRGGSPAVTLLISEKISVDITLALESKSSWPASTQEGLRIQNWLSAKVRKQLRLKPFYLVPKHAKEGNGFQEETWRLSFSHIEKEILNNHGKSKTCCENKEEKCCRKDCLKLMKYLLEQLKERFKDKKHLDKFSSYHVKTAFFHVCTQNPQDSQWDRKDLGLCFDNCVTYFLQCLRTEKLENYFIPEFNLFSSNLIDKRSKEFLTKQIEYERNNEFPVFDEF
NPYLR7 agonist: activates Aedes aegypti NPYLR7 receptor; HEK293T NPYLR7/Galpha15, GCaMP6s calcium fluorescence; activation, % at 10 µM; 0.15% of 270,000 active; AID 1259423; in the data active = activation above about 40%;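 note: 0% = vehicle and 100% = reference agonist at the receptor; some compounds past the cut are filed as inactive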
mcGAS lum: mouse cGAS inhibition by luminescence | inhibition, % at 12.5 µM | 0.15% of 160,000 active | Q8C6L5 | AID 1259399 | recombinant cGAS, Kinase-Glo ATP depletion luminescence;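 note: 0% = negative control wells and 100% = reference inhibitor with no enzyme activity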
Starred values were filed as active, the others as inactive; nt = no result given; & = joins results of further samples. Cut-off read from the data, not from the text of the source, unless noted: active = inhibition above about 40%; inactive = the rest.

SMILES	hcGAS lum	NPYLR7 agonist	mcGAS lum
COc1ccccc1CNC(=O)CN1CCc2ccccc2C1	-13.5	4.6	nt
CCc1[nH]n(-c2ccc(Cl)c(Cl)c2)c(=O)c1C1=C(N(CC)CC)C(=O)N(c2cc(C)ccc2OC)C1=O	0.5	-5.8	-0.6
CCN(CC)CCN(C)C1CCCCCC1	-3.0	-11.7	-9.2
CC1(C(=O)NS(=O)(=O)c2cccs2)CCN1C(=O)c1ccco1 (configuration not stated)	-7.0	7.1	nt
Nc1nnc(SCc2ccc(F)cc2)s1	-8.6&-1.8	26.7&2.6	-4.8
CN1CCCc2cc(C(C#N)N3CCOCC3)ccc21 (configuration not stated)	-10.0	-5.6	nt
COc1ccc(OCC(=O)Nc2cccc(S(N)(=O)=O)c2)c(C=O)c1	-4.2	3.6	nt
O=C(NCCn1ncc2c(=O)n(Cc3cccc([N+](=O)[O-])c3)cnc21)c1ccc(F)cc1F	-5.1	-7.4	-7.2
CC(C)NC(=O)[C@@]1(OCc2ccc(C#N)cc2)CC(OCc2ccc(C(F)(F)F)cc2)[C@H](O)[C@H](O)C1 (some centres not stated)	4.9	6.3	0.4
CC12CC(Br)C(CC1=O)C2(C)C (configuration not stated)	10.6	-9.1	nt
Cc1c(C(=O)N2CCN(C(C)c3ccccc3)CC2)oc2ccccc12 (configuration not stated)	-11.7	33.5	-6.4
Cc1ccc(C(CC(=O)NC2CCN(Cc3ccccc3)CC2)c2cn(C)c3ccccc23)cc1 (configuration not stated)	5.9	1.1	1.2
CCCCCCCSc1nnc2[nH]c(=O)cc(N)n12	-11.9	6.5	nt
COc1ccc(CN(C)C(=O)CCc2nc(-c3ccccc3C)no2)c2cccnc12	2.5	-5.9	-2.8
COc1ccc2cc(C(=O)Nc3ccc(C)cc3)c(=N)oc2c1	-0.8	-0.5	-3.1
O=C(NC(C(=O)NC1CC1)C1CCN(C(=O)CCc2ccccc2)CC1)c1ccc(F)cc1 (configuration not stated)	-3.4	4.8	-5.0
CCOC(=O)c1c(OCC)[nH]c2c1cc(O)c1ccccc12	5.3	1.6	-7.6
COc1ccccc1-n1ncc2c(C(C)C)nnc(SCC(N)=O)c21	-2.7	-10.4	-2.5
COCCNC(=O)c1coc(CN(Cc2cccc(OC)c2)Cc2cccc(C(F)(F)F)c2)n1	3.8	-4.6	1.5
Cc1cccc(N=Cc2nc(-c3cccc4ccccc34)oc2O)c1	-0.9	-1.3	nt
CO/N=C(\C(=O)NC1C(=O)N2C(C(=O)O)=C(CSc3nnnn3C)CSC12)c1csc(N)n1 (configuration not stated)	-1.6	-7.8	nt
CC(C(=O)NCc1ccccc1F)N(C)CC1CCN(Cc2ccccc2)C1 (configuration not stated)	-0.2	-1.3	nt
COc1ccc(OCc2cc(C(=O)N3CCN4CCCC4C3)no2)c(Cl)c1 (configuration not stated)	-6.9&-1.3	1.2&-1.2	-4.0
Cc1ccc(CNC(=O)N(C)CCc2cccs2)cn1	-10.5	11.9	-6.2
Cc1cc(C)c(C)c(S(=O)(=O)Nc2ccc(O)cc2)c1C	-7.7	4.8	-16.0
O=C1C2C3C=CC(C3)C2C(=O)N1c1ccccc1O (configuration not stated)	-11.9	19.9	-4.1
Cc1ccccc1-n1ncc(C(C)NC(=O)c2scc3c2OCCO3)c1C (configuration not stated)	-3.4&-6.4	12.7	-9.5
COc1ccc(-c2c(-c3ccc(OCCN4CC(C)OC(C)C4)cc3O)n[nH]c2C)cc1OC (configuration not stated)	-0.9	-1.1	-5.4
C=CCN1C(=O)C(=Cc2ccc(C(=O)OC)cc2)SC1=S	-2.1	0.2	-5.6
COc1ccc(C(=O)NCC2CCN(c3nc(Cc4ccc(C)cc4)ns3)CC2)c(OC)c1	-1.8	15.8	-5.5
CC(NC(=O)NCC(O)C1CC1)c1ccc(-c2ccncc2)cc1 (configuration not stated)	5.1	-1.3	nt
COc1ccccc1CN(C)C(=O)Cn1c(=O)c2c(ncn2C)n(C)c1=O	-14.6	-1.8	nt
CCCCc1nc(Cl)c(CN2CCCN3CCC[C@H]3C2)[nH]1	-3.5&-9.6	11.7&17.5	nt
CN1CCCC2(CC1)CCN(C(=O)CCNC(=O)c1ccc(F)cc1)CC2	-5.5	7.1	nt
COc1ccc(C2SCC(=O)N2CC(=O)N2CCOCC2)cc1OC (configuration not stated)	-0.1	22.2	-2.9
C=C(C)N/N=C1\NC(=O)C(CC(=O)Nc2ccc(C)c(C)c2)S1 (configuration not stated)	-9.1	3.3	nt
CCN1CCCN(CC(=O)Nc2cc(C(F)(F)F)cc(C(F)(F)F)c2)CC1	-3.8	-1.1	-12.1
Cc1cc(=O)[nH]c(NN=Cc2ccc(C(C)(C)C)cc2)n1	-7.5	-7.3	nt
OC(CN1CCN(c2ccccc2Cl)CC1)c1cccc(F)c1 (configuration not stated)	-17.8	1.3	nt
O=[N+]([O-])c1ncccc1Oc1nc(-c2cccnc2)nc2sc3c(c12)CCC3	-3.0	3.0	-4.3

Reformatted with values under each structure: part of the list above
The line under a structure holds: hcGAS lum | NPYLR7 agonist | mcGAS lum
> CN1CCCC2(CC1)CCN(C(=O)CCNC(=O)c1ccc(F)cc1)CC2
  -5.5 | 7.1 | nt
> COc1ccccc1CN(C)C(=O)Cn1c(=O)c2c(ncn2C)n(C)c1=O
  -14.6 | -1.8 | nt

Exported with each value named: part of the list above
CO/N=C(\C(=O)NC1C(=O)N2C(C(=O)O)=C(CSc3nnnn3C)CSC12)c1csc(N)n1 (configuration not stated)
  hcGAS lum = -1.6
  NPYLR7 agonist = -7.8
  mcGAS lum = nt
Cc1cc(C)c(C)c(S(=O)(=O)Nc2ccc(O)cc2)c1C
  hcGAS lum = -7.7
  NPYLR7 agonist = 4.8
  mcGAS lum = -16.0

Given in markdown: four of the compounds above.
| SMILES | hcGAS lum | NPYLR7 agonist | mcGAS lum |
| --- | --- | --- | --- |
| O=C1C2C3C=CC(C3)C2C(=O)N1c1ccccc1O (configuration not stated) | -11.9 | 19.9 | -4.1 |
| Cc1ccccc1-n1ncc(C(C)NC(=O)c2scc3c2OCCO3)c1C (configuration not stated) | -3.4&-6.4 | 12.7 | -9.5 |
| COc1ccc(-c2c(-c3ccc(OCCN4CC(C)OC(C)C4)cc3O)n[nH]c2C)cc1OC (configuration not stated) | -0.9 | -1.1 | -5.4 |
| C=CCN1C(=O)C(=Cc2ccc(C(=O)OC)cc2)SC1=S | -2.1 | 0.2 | -5.6 |

Remaining list, next part:
SMILES	hcGAS lum	NPYLR7 agonist	mcGAS lum
CC(C)COc1nc(-c2cccc(C(F)(F)F)c2)n(-c2ccc(NC(=O)CCCl)cc2)n1	-6.6	11.0	-5.7
CCOC(=O)CCc1c(C)nc2ncnn2c1N1CCN(C(=O)c2ccoc2)CC1	-2.2	34.3	-6.1
O=S(=O)(c1ccc(OC(F)F)c(Cl)c1)N1CCCCC1C1OCCO1 (configuration not stated)	-0.7	0.4	nt
CN(Cc1csc(-c2ccccc2)n1)C(=O)c1cn(-c2ccccc2)nn1	0.0	4.7	nt
Cn1ncc2c(N3CCCCC3)nc(NCc3ccccc3)nc21	3.2	0.1	-1.3
COc1ccccc1N1C(=O)CC(N2CCN(Cc3ccccc3)CC2)C1=O (configuration not stated)	-1.9	-5.5	-1.7
CN(C)CCCN1C(=O)C(=O)C(=C(O)c2ccccc2)C1c1ccc([N+](=O)[O-])cc1 (configuration not stated)	-7.8	10.7	nt
O=C(CCCc1nc(-c2ccco2)no1)NC[C@H]1C[C@H]2C=C[C@H]1C21CC1	-4.1	0.7	-10.4
Cn1ccn2ncc(C(=O)NCCN3CCc4ccccc4C3)c12	-4.2	2.2	-12.9
CN(Cc1cc(C(C)(C)C)n[nH]1)C(=O)c1cc(=O)n(C)c(=O)n1C	-3.9	13.4	nt
Cc1cccc(COn2cccc(C(=O)Nc3cccc([N+](=O)[O-])c3)c2=O)c1	-3.5	1.7	-1.5
CCc1nccn1CCC(=O)N1CC[C@@]2(O)CCCC[C@H]2C1	-2.2	5.5	-20.3
CCCn1cc(C(=O)NCc2sccc2C)c(C)n1	-3.6	17.0	-8.7
CN(C)C(=O)Oc1ccc(-c2c[n+]3cc(NC(=O)c4ccccc4)ccc3n2C)cc1	-8.3	9.1	nt
O=C(NCc1ccc2c(c1)OCO2)c1csc(CSc2nnc(-c3cccnc3)n2-c2cccc(Cl)c2)n1	-0.4	7.6	-3.0
CN1C(=O)NC(c2cccc(OCc3ccccc3)c2)C2=C1CN(CCc1ccccc1)C2=O (configuration not stated)	-0.3	8.2	-3.3
O=C(CCc1nnc(CCc2ccccc2)o1)NCc1ccc(C(F)(F)F)cc1	-4.4	1.0	nt
CN=c1scc(-c2cccs2)n1/N=C\c1ccco1	-7.3	-0.7	nt
CC(C)Cn1c(CN2CCCC(c3ccccc3)CC2)cnc1S(C)(=O)=O (configuration not stated)	-8.5	2.8	nt
CC(=O)N=c1c(C#N)cc2c(=O)n3ccccc3nc2n1CCCOC(C)C	-8.9	0.5	nt
O=C(COc1c(Cl)cc(Cl)cc1Cl)NC1CCS(=O)(=O)C1 (configuration not stated)	-5.4	-3.8	nt
CCCCC(=O)NCc1cccc(-c2ncc(-c3cc(OC)ccc3OC)[nH]2)c1	-1.8	-0.7	-3.5
N#CCC(=O)NNC1=NS(=O)(=O)c2ccccc21	-9.1	-7.4	nt
O=C(NCc1cccc(Cl)c1)c1ccc(-c2cc(-c3ccc4c(c3)OCCO4)n[nH]2)cc1	-8.7	nt	-6.2
O=C(CSc1cn[nH]n1)Nc1ccc(/C=C/c2ccccc2)cc1	11.1	-2.7	-1.2
Cc1cc(CSc2nc3sc4c(c3c(=O)[nH]2)CCC(C)C4)no1 (configuration not stated)	-8.1	-7.1	nt
O=c1cc(-c2ccc(F)cc2)[nH][nH]1	10.3	2.3	nt
Cc1cc(=O)[nH]c(-n2nc(C3CC3)cc2NC(=O)C23CC4CC(CC(C4)C2)C3)n1	-9.2	-1.7	nt
CN(Cc1ccccc1)C(=O)CCC1CCN(C(=O)Cc2c[nH]c3ccccc23)CC1	-2.4&5.0	8.7&-3.6	-1.0
Cc1nc2ccc(C(=O)N(C)Cc3nncn3C(C)C)cc2[nH]1	-4.5	0.5	-15.3
Cc1cccc(Nc2nnc(SCC(=O)N3CCNC3=O)s2)c1	-4.8	2.8	-12.5
Cc1sc2ncnc(SCc3nc4sc5c(c4c(=O)[nH]3)CCC(C)C5)c2c1C (configuration not stated)	-5.2	1.9	nt
COc1cn(CC(=O)NCc2ccccc2Cl)c(CSc2nccc(C)n2)cc1=O	-5.6	-1.8	-8.5
CCOCCn1c(NCCOC)nc2c1c(=O)[nH]c(=O)n2C	-3.5	9.0	nt
COc1ccc(CC2CCN(C(=O)c3c(C)noc3-c3cccnc3)CC2)cc1	-5.3	4.5	-8.2
Cc1[nH]nc(CCC(=O)NCC2=CCCCC2)c1C	-4.8	nt	-9.7
O=c1[nH]nc(SCc2ccc(CSc3n[nH]c(=O)[nH]c3=O)cc2)c(=O)[nH]1	-3.5	8.2	-3.5
O=C(c1ccc(F)cc1)N1CCN(CC(OCc2ccc(C(F)(F)F)cc2)c2ccc(Cl)cc2)CC1 (configuration not stated)	-11.1	4.4	-6.4
O=S(=O)(Cc1ccc(Br)cc1)Oc1cccc2cccnc12	-0.9	-4.9	-9.8
Nc1nnc(C(NC(=O)c2cnn3c2CCCC3)c2ccccc2)s1 (configuration not stated)	-9.2	3.5	nt
CCN1C(=O)C(=O)N(CC(=O)c2cc(C)n(CCC3=CCCCC3)c2C)C1=O	-4.5	0.8	nt
Cc1cccc(Cl)c1CNC(=O)c1c(C)noc1-c1cccc(C(F)(F)F)c1	-3.3	-1.2	-5.6
CC(C)CC(NC(=O)Cn1nnn(-c2ccccc2)c1=O)c1ccccc1 (configuration not stated)	-5.2	1.0	-6.9
COC(=O)c1cccc(CN(CC(=O)N(CCc2ccccc2)Cc2ccc(C)o2)C2CC2)c1	-7.7	7.1	-4.1
CCOC(=O)CN1C(=O)CCN(C(=O)CC2CCCC2)CC(O)c2ccccc21 (configuration not stated)	-6.8	4.9	-6.3
COc1ccc(C2CCCN2C(=O)C2CCN(c3ncc(C(F)(F)F)cc3Cl)CC2)cc1OC (configuration not stated)	-3.5	0.7	-3.9
CN1CCN(c2nc(NCCc3ccccc3)nc(N)c2[N+](=O)[O-])CC1	-5.9	2.3	-5.8
CCn1c(C)cc(O)c(C(c2ccc(C(C)C)cc2)c2c(O)cc(C)n(CC)c2=O)c1=O	-7.0	1.6	-6.7
CCCc1c(-c2ccccc2)ncn1Cc1noc(-c2ccc3c(c2)OCO3)n1	-7.2	23.4	nt
Cn1c(=NN=Cc2ccc(O)c(O)c2O)sc2ccccc21	-14.1	-6.3	nt
O=S1(=O)CCC(N2CCN(c3ncnc4sc5c(c34)CCCCC5)CC2)C1 (configuration not stated)	2.5	2.0	nt
COc1ccc(-n2nnc3c(=O)n(CC(=O)NC4CCCC4)cnc32)cc1OC	-2.9	-0.1	-7.1
COc1ccc(NC(=O)Cn2nnc(-c3ccccc3)c2COc2ccc3ccccc3c2)cn1	-11.8	7.2	nt
COC(=O)c1ccccc1NC(=O)CSc1ncnc2nc(N3CCc4ccccc4C3)sc12	-4.9	12.3	-4.6
Cc1ccc2nc(C)c(NC(=O)Nc3ccc(OC(F)(F)F)cc3)c(=O)n2c1	-7.5	1.0	-7.2
Cc1cccc(S(=O)(=O)NCCn2nc(-c3cccnc3)ccc2=O)c1	-8.6	4.2	nt
O=C(Cc1ccc(F)cc1)NCCNc1cc(-n2cccn2)ncn1	-1.7	-9.5	-8.5
CC1CCN(c2nnc(SCC(=O)NC3CCCC3)n2C2CC2)CC1	-4.7	1.0	nt
O=C(C(=O)N1CCC2(CC1)NCCNC2=O)c1ccccc1	-2.2	16.1	nt
CCSC(=O)CCCCCCCCCCCO	-5.2	-1.2	nt
C/C(=C\c1ccccc1)c1nc(-c2c(F)cccc2F)no1	-1.7	-6.8	-2.9
C/C(N)=C(/C#N)C(=O)CSc1nnc(-c2ccc(C(C)(C)C)cc2)n1Cc1ccco1	-2.0	1.9	nt
Cc1[nH][nH]c(=O)c1C(c1c(C)[nH][nH]c1=O)c1c[nH]c2ccccc12	-1.3	3.7	nt
